Screening data: PubChem BioAssay, National Center for Advancing Translational Sciences (NCATS)
GLP-1R agonist: qHTS of GLP-1 Receptor Agonists; Glucagon-like peptide 1 receptor (Homo sapiens), P43220; HEK293 GLP-1R CRE-luciferase, luminescence, 4-6 h; cells express a hypersensitive GLP-1R form; Potency, µM (top dose mostly 45.6 µM), without a hit: top-dose activation, actives largely listed as activators; 380,000 compounds, 0.007% hits; note: potency is the fitted concentration of half-maximal effect; % of control where 0% means no effect
PI5P4Ka inh: qHTS for Inhibitors of phosphatidylinositol 5-phosphate 4-kinase (PI5P4K) | Phosphatidylinositol 5-phosphate 4-kinase type-2 alpha (Homo sapiens), P48426 | PI5P4Kalpha enzyme, ADP-Glo luminescence, 60 min; stronger effect = lower value | max response, % | 330,000 compounds, 1.2% hits | AID 652105, 2013; active = max response of -50% or lower; inconclusive = between -30% and -50%; inactive = -30% or higher; note: value at the top dose of about 77 µM; % is set by controls: 0 for no effect and ±100 for the full control effect
Target sequence (P48426 whole entry, looked up): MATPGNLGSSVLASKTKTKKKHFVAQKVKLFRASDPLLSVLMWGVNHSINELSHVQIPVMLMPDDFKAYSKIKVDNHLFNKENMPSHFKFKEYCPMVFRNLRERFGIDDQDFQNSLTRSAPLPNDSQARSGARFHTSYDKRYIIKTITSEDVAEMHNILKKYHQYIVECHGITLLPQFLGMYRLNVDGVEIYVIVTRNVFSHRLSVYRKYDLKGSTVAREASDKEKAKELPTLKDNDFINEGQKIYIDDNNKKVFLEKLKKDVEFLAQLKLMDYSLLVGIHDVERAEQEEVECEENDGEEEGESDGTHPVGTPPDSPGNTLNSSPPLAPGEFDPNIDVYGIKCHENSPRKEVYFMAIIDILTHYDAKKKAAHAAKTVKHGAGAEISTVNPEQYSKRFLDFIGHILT
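Human PI5P4Kalpha with substrate in 0.038 M HEPES pH 7.4, 0.28 mM EGTA, 0.1% CHAPS, 5% DMSO; reaction started with 5 microM ATP (final), 60 min at room temperature. ADP formed read by ADP-Glo luminescence.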
IL2 activator: qHTS of IL-2 Activators; activation, % (series mostly up to about 46 µM); IL-2 activation reporter assay, cell-based qHTS; stimulated with anti-CD3/CD4/CD28 beads; in transgenic mouse T cells; AID 652025, 2013; 360,000 compounds, 0.065% hits; in the data active = activation above about 50%; inconclusive = mostly about 30% to 49%; note: 0% is about no effect
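First, unstimulated transgenic mouse T cells were exposed to compound for 60 min. Next, anti-CD3/anti-CD4-coated beads with anti-CD28 were added. Finally, after 18 h at 37 degrees C, EGFP and DsRed were imaged.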
GLP1R cytotox: qHTS of GLP-1 Receptor Inverse Agonists: Cytotox Screen | HEK293 cAMP-luciferase reporter cells, luminescence, 24 h | Potency, µM (titrated, usually from 38.3 µM), inactives show at the highest dose activity change, negative = inhibition, hits mostly inhibitors | 410,000 compounds, 0.13% hits;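 note: loss of luciferase light is scored as toxicity; potency is the fitted concentration of half-maximal effect; % is set by controls: 0 for no effect and ±100 for the full control effect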
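Cells in DMEM/10% Nu serum/1% pen-strep, 1536-well format. Pre-incubated 12 h, dosed with 23 nL compound, incubated a further 24 h. Luciferase detection, 12 min at room temp, luminescence.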
WRN helicase inh: qHTS for Inhibitors of WRN Helicase; Bifunctional 3'-5' exonuclease/ATP-dependent helicase WRN (Homo sapiens), Q14191; WRN helicase unwinding, fluorescent forked duplex, kinetic; Potency, µM (highest dose often 114 µM), for inactives: at the top dose activity change, negative = inhibition, actives largely listed as inhibitors; 360,000 compounds, 0.46% hits; AID 651768, 2012; note: potency is the fitted concentration of half-maximal effect; % is set by controls: 0 for no effect and ±100 for the full control effect; nearly all actives have a fitted effect of over 55% in size
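WRN at 20 nM final preincubated with compound 15 min at room temperature; reaction started with 100 nM fluorophore/quencher forked duplex oligonucleotide and 2 mM ATP final. Unwinding followed kinetically by red fluorescence (ex 525, em 598 nm).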
DRD3 antagonist: qHTS of D3 Dopamine Receptor Antagonist: qHTS. D(3) dopamine receptor (Homo sapiens), P35462. D3R cells, DiscoveRx beta-arrestin luminescence, antagonist mode; stronger effect = lower value. max response, negative = inhibition, %. 360,000 compounds, 2.5% hits. AID 652054, 2013; in the data active = max response below about -50%; inconclusive = no clear call, values can overlap the other calls; note: % is set by controls: 0 for no effect and ±100 for the full control effect; mostly tested at two doses, the higher about 12 µM
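Cells expressing the human receptor were seeded at 1500 cells/well, incubated overnight at 37 degrees C in 5% CO2, then exposed to library compounds with dopamine controls for 90 minutes at 37 degrees C before luminescent detection.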
D3 ag: qHTS of D3 Dopamine Receptor Agonist: qHTS. D(3) dopamine receptor (Homo sapiens), P35462. D3R DiscoveRx beta-arrestin cells, luminescence, 90 min. max activation, %. 410,000 compounds, 0.58% hits; in the data active = max activation above about 30%; note: 0% is about no effect; mostly tested at two doses, the higher about 12 µM
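Cells at 1500/well, incubated overnight, then treated with pinned compounds (dopamine as control) for 90 min at 37 degrees C. DiscoveRx reagent added for 30 - 60 minutes at room temperature; luminescence read.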
PLK1 PBD inh: qHTS for Inhibitors of PLK1-PDB (polo-like kinase 1 - polo-box domain): Primary Screen | Serine/threonine-protein kinase PLK1 (Homo sapiens), P53350 | Plk1 PBD binding of FITC phosphopeptide, fluorescence polarization | Potency, µM, for inactives: max response, negative = inhibition, hits mostly inhibitors | 360,000 compounds, 2.8% hits | AID 720504, 2013; note: potency is the fitted concentration of half-maximal effect; series mostly up to about 57 µM; % is set by controls: 0 for no effect and ±100 for the full control effect; nearly all actives have a fitted effect of over 65% in size
Target sequence (P53350 whole entry, looked up, the tested form may be a part): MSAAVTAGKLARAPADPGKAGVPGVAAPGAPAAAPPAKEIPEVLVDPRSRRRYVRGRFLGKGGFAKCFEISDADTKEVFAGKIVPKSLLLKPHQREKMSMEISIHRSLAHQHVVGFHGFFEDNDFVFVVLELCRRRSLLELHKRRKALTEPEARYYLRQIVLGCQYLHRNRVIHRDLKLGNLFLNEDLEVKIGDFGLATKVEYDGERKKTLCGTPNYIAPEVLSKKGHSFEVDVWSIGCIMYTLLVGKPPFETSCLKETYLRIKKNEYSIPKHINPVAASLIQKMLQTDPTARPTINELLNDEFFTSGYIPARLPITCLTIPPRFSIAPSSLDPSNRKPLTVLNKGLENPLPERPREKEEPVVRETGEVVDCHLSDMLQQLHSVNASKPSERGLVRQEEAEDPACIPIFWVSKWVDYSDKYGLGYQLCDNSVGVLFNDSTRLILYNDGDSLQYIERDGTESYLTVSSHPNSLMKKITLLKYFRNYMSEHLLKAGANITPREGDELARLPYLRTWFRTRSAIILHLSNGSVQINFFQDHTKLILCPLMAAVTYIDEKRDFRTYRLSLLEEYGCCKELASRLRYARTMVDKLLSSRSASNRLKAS
GLP1R inv ag: qHTS of GLP-1 Receptor Inverse Agonists (Inhibition Mode); Potency, µM (titrated, usually from 38.3 µM), for the others: top-dose activity change, negative = inhibition, usual class: inhibitors; 410,000 compounds, 1.6% hits; Glucagon-like peptide 1 receptor (Homo sapiens), P43220; HEK293 GLP-1R CRE-luciferase, luminescence, 24 h; GLP-1R form is constitutively active; note: potency is the fitted concentration of half-maximal effect; % is set by controls: 0 for no effect and ±100 for the full control effect; nearly all actives have a fitted effect of over 55% in size
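Seeding at 200 cells/uL, 12 h culture, 24 hr compound treatment, then luciferase reagent and a luminescence read; cells are HEK293 stably expressing a constitutively active GLP-1R plus cAMP-responsive luciferase.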
An asterisk follows results filed as active; ? = inconclusive; . = no result given; [ ] = remark or other dose. Unless noted, calls come from the whole dose curve; as a rule, active = well fitted curve in the direction sought with a large enough effect; inconclusive = small, poorly fitted or top-dose-only effect, or another doubt; inactive = no such curve, though single readings can be large; an effect the other way counts as inactive or inconclusive. Compounds as they come; about 7.8% have a hit in one of these screens.

SMILES	GLP-1R agonist	PI5P4Ka inh	IL2 activator	GLP1R cytotox	WRN helicase inh	DRD3 antagonist	D3 ag	PLK1 PBD inh	GLP1R inv ag
CCc1ccc(-n2c(SCC(=O)N3CCC(C(=O)O)CC3)nnc2-c2ccncc2)cc1	-6.2%	-16.8	1.6	11.7%	0.0%	-7.8	-3.3	-11.8%	1.6%
O=C(COc1ccc(-n2ccnc2)cc1)Nc1cccc(Cl)c1	-1.6%	1.4	-0.9	-7.1%[7.66 µM]	-3.0%	12.4	0.1	-7.3%	-5.6%[7.66 µM]
Cn1c(C(=O)NCCCN2CCCC2=O)cc2c(=O)n(C)c3ccccc3c21	4.1%	3.5	1.7	6.4%	0.5%	-5.4	-1.8	-8.8%	40.8%[activator]
CC[n+]1c(C)n(-c2ccccc2)c2ccc(NC(C)=O)cc21	9.2%	-6.8	-0.5	-6.4%	-8.3%[11.6 µM]	3.4	-0.1	-10.1%	-26.2%
O=C(C1CC(=O)N(c2ccc(Br)cc2)C1)N1CCCC1 (stereo not drawn)	16.8%	4.4	-2.0	8.0%	-13.4%	-4.2	-0.7	-3.5%	7.7%
O=C(NNC(=S)NC(=O)c1ccc(Br)cc1)c1cccc([N+](=O)[O-])c1	-3.5%	-28.0	0.3	-40.5%	-0.5%	-10.1	-3.1	26.7µM*	-9.5%
N#Cc1c2n(c3c(=O)n(CC(=O)c4ccc(Br)cc4)cnc13)CCCC2	1.3%	-6.7	0.6	-17.6%	-13.3%	-9.0	-1.4	-8.4%	-17.0%
CCOC(=O)C1CCN(C(c2cc3cc(C)cc(C)c3[nH]c2=O)c2nnnn2C2CCCCC2)CC1 (stereo not drawn)	-12.4%	.	0.0	1.4%	-1.4%	18.8	-13.6	-5.9%	-6.6%
COc1ccc(N2CCN(c3cncc(C)n3)CC2)cc1	-5.4%	1.6	-0.2	5.4%	-2.9%	0.0	2.4	-1.9%	0.0%
CCC(C)c1ccc(O)c(NC(=O)c2cccnc2)c1 (stereo not drawn)	-3.3%	-6.9	0.8	-12.3%	10.2%	19.7	-3.8	-19.6%	4.7%
COC(=O)Cn1cnc2c(cnn2-c2ccccc2)c1=O	-7.2%	-0.7	-0.7	16.7%	-10.3%	13.6	0.2	-14.1%	11.8%
c1csc(-c2ncc3ccccn23)c1	3.9%	-1.9	1.8	80.1%[activator]	-23.5%	2.6	-3.1	-10.2%	39.4%[activator]
O=C(C1=C(O)C(=O)N(CCN2CCOCC2)C1c1ccc(Cl)cc1)c1cc2ccccc2o1 (stereo not drawn)	-8.2%	-3.6	0.3	-1.1%	-9.1%	2.4	-2.1	-14.6%	0.0%
O=C(O)c1nn(CC(=O)N(C2CCCCC2)C2CCCCC2)c(=O)c2ccccc12	7.0%	4.7	-1.8	-2.4%	-10.3%	-12.9	10.7	-0.9%	5.7%
Cc1cc(NC(=O)CCc2ccc(S(=O)(=O)N3CCOCC3)cc2)n(-c2ccccc2)n1	0.9%	1.9	-0.1	12.4%	-3.9%	2.2	-0.5	-3.0%	13.1%
CCN(CC)c1ccc(C(=O)NNC(=O)c2cccn2C)cc1	6.5%	-15.5	-3.2	-4.9%	-12.9%	-3.0	-4.8	-16.8%	25.0%
COc1cccc2sc(Nc3nc(-c4cc5ccccc5oc4=O)cs3)nc12	-13.9%	?	0.1	-9.5%	?	10.0	-5.3	-10.3%	?
O=C(CN1CCOCC1)Nc1cccc(Br)c1	0.0%	.	-1.1	5.4%	4.9%	24.1	5.9	-1.2%	4.5%
Cc1ccc(C)c(N2CCN(C(=O)CCc3nc(-c4cccc(C(F)(F)F)c4)no3)CC2)c1	21.7%	15.6	-0.3	2.2%	-8.2%	13.2	11.8	-7.7%	?
O=C(Nc1cccc(F)c1)c1ccc(CSc2ccccc2)o1	8.0%	1.3	-1.4	13.5%	-1.3%	-18.8	-7.5	-22.7%	-20.8%
CCCS(=O)(=O)N1CCN(Cc2ccccc2OCC)CC1	8.1%	0.8	-0.5	-8.3%	6.7%	?	-5.1	-2.9%	?
CCCCOc1ccc(C(C)NC(=O)CCS(=O)(=O)Cc2ccccc2F)cc1 (stereo not drawn)	9.6%	20.5	-1.7	-25.4%	2.3%	0.1	-0.3	0.5%	-26.5%
CC(C)CN1CCN(Cc2cc(F)ccc2-n2cccn2)CC1CCO (stereo not drawn)	-3.3%	-0.2	0.7	-2.7%	-4.0%	-10.8	-9.7	-4.4%	-6.9%
Cc1cccc(C)c1NC(=O)CSc1nnc(C)n1-c1ccccc1	-6.0%	-1.4	-3.2	-6.9%	8.4%	-21.2	-9.8	-11.2%	6.8%
CC(Oc1ccccc1)C(=O)Nc1oc(-c2ccco2)c(-c2ccco2)c1C#N (stereo not drawn)	0.9%	-21.3	-1.3	9.8%	-34.7%[57.1 µM]	-7.0	-7.2	?	55.3%[activator]
SMILES	GLP-1R agonist	PI5P4Ka inh	IL2 activator	GLP1R cytotox	WRN helicase inh	DRD3 antagonist	D3 ag	PLK1 PBD inh	GLP1R inv ag
O=C(Nc1ccc(N2CCN(c3ccc(C(F)(F)F)cn3)CC2)nc1)c1cccs1	12.8%	-1.8	1.8	12.3%	-2.1%	5.9	7.7	1.9%	-8.3%
CCOC(=O)c1c(C)[nH]c(C(=O)C(C)Sc2ccc(Cl)cc2)c1C (stereo not drawn)	8.3%	16.4	-0.2	1.0%	3.7%	55.8	2.5	-9.2%	?
Cc1ccc([N+](=O)[O-])cc1N=Cc1ccc(Br)s1	3.1%	.	-0.2	-16.8%	2.1%	11.4	-0.5	-4.2%	0.0%
CC1CC(=O)Nc2ccccc2N1C(=O)Cn1cnc2ccc(Br)cc2c1=O (stereo not drawn)	-6.5%	-13.8	-2.0	-1.4%	-8.3%	-2.2	4.3	-0.2%	17.5%
Cc1ccccc1CN1C(=O)CS/C1=N/N=C/c1ccco1	17.0%	-22.5	-0.4	4.7%	2.1%	-4.4	-11.4	?	?
Clc1ccc(CSCCc2ccncc2)cc1	-0.3%	-3.5	1.2	-6.2%	6.0%	20.0	6.0	-1.3%	?
Cn1cc(C[C@H](NC(=O)OC(C)(C)C)C(=O)N[C@H](CO)Cc2ccccc2)c2ccccc21	9.3%	6.7	-0.2	-26.6%	-2.7%	?	2.5	-6.8%	-25.3%
Cn1c(=O)oc2cc(S(=O)(=O)N3CCC4(CC3)OCCO4)ccc21	-10.1%	-4.3	0.3	-1.0%	-1.1%	11.0	2.9	-1.3%	6.8%
O=C(COC(=O)Cc1ccsc1)Nc1ccc(Cl)cn1	2.9%	1.1	-3.4	-12.9%	0.9%	-20.2	-7.7	2.3%	0.4%
COC1=C(N2CCOCC2)C(=O)c2ccccc2C1=O	6.3%	-1.6	-0.5	-12.1%	2.7%	-28.3	-12.1	-14.4%	5.4%
CCOC(=O)c1cc(C(=O)OCC)cc(-n2cc(O)c(C(=O)OCC)n2)c1	17.4%	.	-1.4	-10.3%	-9.4%	13.9	22.4	1.9%	0.0%
O=C(c1cc(S(=O)(=O)N2CCOCC2)c(Cl)cc1Cl)N1CCCC1	8.5%	-1.8	-0.4	10.6%	-12.7%	-2.4	-0.2	-11.3%	11.2%
CCC(Cc1ccccc1)NS(=O)(=O)c1ccc2c(c1)NC(=O)CO2 (stereo not drawn)	-1.2%	-6.0	-2.5	-5.9%	-6.2%	10.1	8.4	?	?
CC(C)(/C=N/O)/[N+]([O-])=C/c1ccccc1C(F)(F)F	-0.5%	-3.5	-2.2	4.0%	3.1%	-11.3	-0.8	-5.5%	7.3%
O=c1n2c(c(O)n1C1CCCCC1)C(c1ccccc1)=Nc1ccccc1C2	-2.5%	-0.3	-0.4	-6.3%	-7.6%	7.3	5.2	-3.8%	?
COc1ccc(OC)c(Cc2nnc(CCC(=O)NC3CCCCCCC3)o2)c1	3.3%	6.1	-1.9	-5.6%	-4.7%	-1.0	12.6	3.5%	2.7%
Cc1c(S(=O)(=O)N2CCOCC2)c(=O)n(C)c(=O)n1C	-0.8%	2.3	-0.5	0.6%	0.8%	6.1	-0.1	-0.2%	10.7%
Cc1cc(C)n2nc(SCCCC(=O)c3ccccc3)nc2n1	7.4%	-4.6	1.5	3.5%	9.2%	-8.8	-4.6	-11.1%	3.7%
CCN1C(=O)c2ccccc2Sc2ccc(C(=O)NC(C)C)cc21	1.9%	2.7	4.0	4.3%	-0.3%	10.7	1.7	-0.5%	-20.2%
COc1cccc(C2Nc3ccc4ccccc4c3C3=C2C(=O)CC(C)(C)C3)c1OCC(=O)O (stereo not drawn)	-2.8%	-2.8	-0.8	279.1%[activator]	-1.5%	14.0	-3.0	-6.1%	-19.7%
COc1ccc(S(=O)(=O)N(C)c2ccc(C(=O)NCC3CCCO3)cc2)cc1 (stereo not drawn)	0.2%	.	-1.4	23.5%	-2.3%	-2.3	-15.4	-4.3%	3.3%
COC(=O)CNC(=O)CN1C(=O)N(c2ccccc2)C(N(O)C(=O)Nc2ccccc2)C1(C)C (stereo not drawn)	15.8%	10.5	0.1	-4.0%	-4.7%	-3.5	4.2	0.0%	5.6%

Entries of single compounds, quoted from the list. Order of values: GLP-1R agonist, PI5P4Ka inh, IL2 activator, GLP1R cytotox, WRN helicase inh, DRD3 antagonist, D3 ag, PLK1 PBD inh, GLP1R inv ag
Listed for `Cc1ccccc1CN1C(=O)CS/C1=N/N=C/c1ccco1` → 17.0%, -22.5, -0.4, 4.7%, 2.1%, -4.4, -11.4, ?, ?
Listed for `COC1=C(N2CCOCC2)C(=O)c2ccccc2C1=O` → 6.3%, -1.6, -0.5, -12.1%, 2.7%, -28.3, -12.1, -14.4%, 5.4%
